# Assay outcomes: PubChem, Sanford-Burnham Center for Chemical Genomics
# SENP7 block: SENP7 protease inhibition | recombinant SENP7, Z-RLRGG-aminoluciferin luminescence, 40 min | inhibition, % at 5 µM | hit rate 1.5% among 330,000 | AID 434973;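 active means inhibition above about 50% at the single test dose, limit read from the data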;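 further: plate controls were DMSO with enzyme for no effect and no enzyme buffer wells for full effect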
# SENP8 block-1: blocks human SENP8 cleavage of Nedd8 substrate; Q96LD8; recombinant SENP8, Nedd8 substrate fluorescence; inhibition, % at 20 µM; hit rate 0.64% among 360,000; AID 602440; in the data active means inhibition mostly above about 40%, no sharp cut-off; inactive means mostly below about 27%
# PfG6PD inh: PfG6PD (Plasmodium falciparum) enzyme inhibition | AID 504690 | hit rate 0.78% among 350,000 | inhibition, % at 20 µM | PfGluPho enzyme, NADPH resazurin-diaphorase fluorescence;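 active means inhibition reaching at least a set limit at 20 µM in the primary screen, cut at about 59% in these data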;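 further: 0% = DMSO wells with substrate and 100% = DMSO wells lacking glucose-6-phosphate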
# SENP6 inh: blocks the human protease SENP6 | inhibition, % at 10 µM | Recombinant SENP6 catalytic domain, aminoluciferin luminescence | hit rate 1.8% among 330,000 | Q9GZR1 | AID 2599;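 active means inhibition above about 50% at the single tested dose, limit read from the data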;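 further: plate controls were DMSO wells with enzyme for no effect and DMSO wells lacking enzyme for full effect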
# NALP3 yeast inh: blocks the NALP3 inflammasome reconstituted in yeast; Yeast reconstituted NLRP3/ASC/caspase-1, beta-gal luminescence, 24 h; inhibition, % at 10 µM; hit rate 0.39% among 330,000; AID 2825;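 active means inhibition of 50% or more; inactive means inhibition below 50%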;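 further: plate controls were induced DMSO wells for no effect and uninduced yeast grown without galactose for full effect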
# SENP8 block-2: inhibitors of human SENP8 protease | Q96LD8 | purified SENP8, Z-RLRGG-aminoluciferin cleavage, luminescence | inhibition, % at 10 µM | hit rate 1.2% among 330,000 | AID 2540; in the data active means inhibition above about 50%
# Apaf-1 inh: blocks human Apaf-1 apoptosome activity. hit rate 0.71% among 330,000. inhibition, % at 20 µM. AID 489030. reconstituted apoptosome caspase-3 activity, DEVD-Rh110 fluorescence; active means inhibition of at least 40% at 20 µM;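 further: plate controls were DMSO wells for no effect and DEVD-CHO caspase inhibitor wells for full effect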
#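 Material: reconstituted apoptosome with Apaf-1, cytochrome c, caspase-9, procaspase-3, dATP; medium: pH 7.5 Hepes buffer with CHAPS, BSA, DTT; also added: cytochrome c and DEVD-Rh110 substrate; timing: 30 min plus 50 min, RT; signal: Rh110 fluorescence intensity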
# HKDC1 inhibitor: inhibitors of human hexokinase HKDC1; Q2TB90; recombinant HKDC1, G6PDH/diaphorase resazurin coupled fluorescence; inhibition, % at 20 µM; hit rate 0.16% among 340,000; AID 493160;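 active means inhibition above about 35% when tested at 20 µM, limit read from the data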;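 further: plate controls were DMSO wells with enzyme for no effect and DMSO wells lacking enzyme for full effect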
# Target sequence (Q2TB90 whole entry, looked up): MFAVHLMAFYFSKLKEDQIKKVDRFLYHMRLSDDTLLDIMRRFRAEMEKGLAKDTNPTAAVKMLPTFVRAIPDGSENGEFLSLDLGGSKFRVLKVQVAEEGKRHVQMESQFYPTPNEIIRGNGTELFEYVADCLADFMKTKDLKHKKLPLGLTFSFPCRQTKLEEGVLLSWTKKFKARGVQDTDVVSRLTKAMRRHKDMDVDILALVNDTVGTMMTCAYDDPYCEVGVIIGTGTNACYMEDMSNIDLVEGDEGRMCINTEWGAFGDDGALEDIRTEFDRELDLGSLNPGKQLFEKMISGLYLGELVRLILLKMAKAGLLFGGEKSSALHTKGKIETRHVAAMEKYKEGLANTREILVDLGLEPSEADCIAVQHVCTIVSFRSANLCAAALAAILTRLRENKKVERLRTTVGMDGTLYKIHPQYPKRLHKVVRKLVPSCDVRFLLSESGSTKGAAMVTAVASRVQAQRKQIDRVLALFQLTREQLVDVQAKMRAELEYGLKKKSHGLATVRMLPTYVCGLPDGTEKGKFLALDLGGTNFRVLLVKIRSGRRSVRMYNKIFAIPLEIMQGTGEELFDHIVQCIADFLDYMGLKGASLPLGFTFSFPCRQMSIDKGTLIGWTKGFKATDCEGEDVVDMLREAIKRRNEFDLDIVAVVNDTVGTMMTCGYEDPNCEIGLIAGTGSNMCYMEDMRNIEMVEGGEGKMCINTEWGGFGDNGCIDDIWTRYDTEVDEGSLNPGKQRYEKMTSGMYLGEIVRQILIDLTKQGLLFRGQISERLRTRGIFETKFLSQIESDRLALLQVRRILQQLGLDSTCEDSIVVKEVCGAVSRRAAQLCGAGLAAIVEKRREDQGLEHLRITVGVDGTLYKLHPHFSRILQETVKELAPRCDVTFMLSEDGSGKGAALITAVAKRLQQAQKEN
#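 Test system: recombinant HKDC1 (HK5) hexokinase enzyme, produced in-house / Doses: 20 µM test compound, 1% DMSO / Timing: 90 min, room temperature / Detection: G6PDH/diaphorase-coupled fluorescence, 1 mM NADP, 100 µM resazurin, 525/613 nm / Control set: DMSO wells with and without enzyme mix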
# SENP1 FRET inh: blocks the human SENP1 SUMO protease catalytic domain. Q9P0U3. recombinant SENP1 catalytic domain, CyPet-SUMO1-YPet FRET cleavage. inhibition, % at 10 µM. hit rate 0.21% among 360,000. AID 624204;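 active means inhibition at least 30% at 10 µM, raw YFP signal under a set limit, fluorescence ratio 0.5 to 1.5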;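 further: 0% = enzyme with DMSO and 100% = no enzyme wells; some results filed as inactive read as strong as hits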
#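 Compound: 10 µM single point, 0.5% DMSO; Test system: hSENP1 catalytic domain, recombinant; Timing: 50 min reaction at room temperature; Technique: FRET, CFP and YFP emission; Control set: no-enzyme wells low, DMSO-plus-enzyme wells high control.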
# Starred values were filed as active, the others as inactive; . = no result given; & = joins results of further samples.
SMILES,SENP7 block,SENP8 block-1,PfG6PD inh,SENP6 inh,NALP3 yeast inh,SENP8 block-2,Apaf-1 inh,HKDC1 inhibitor,SENP1 FRET inh
COCCCN(CCNC(=O)c1ccc(NC2=NC3CS(=O)(=O)CC3S2)cc1)Cc1ccco1 (stereo unspecified),9,4,-2,15,3,0,2,-3,0
COc1cc(OC)c2c(-c3ccccc3)cc(=O)oc2c1C(CC(=O)N1CCOCC1)c1ccc(N(C)C)cc1 (stereo unspecified),-1,5,1,4,6,2,13,3,-2
CC(Sc1nnc(Cc2ccccc2)n1C)C(=O)NC1CC1 (stereo unspecified),-6,10,9,-16,11,-9,5,-2,1
CN1CC=C2C(C#N)=C(N)C(C#N)(C#N)C(c3ccsc3)C2C1 (stereo unspecified),5,-486,-16,17,0,2,1,0,-19
O=C(NCCN1CCOCC1)c1ccc(Cl)c(S(=O)(=O)N2CCOCC2)c1,-5,3,-3,-10,10,7,-7,-8,0
O=C(O)C1=C(C(=O)Nc2cc(C(F)(F)F)ccc2Cl)CCCC1,2,1,-7,-8,10,3,-1,-1,-1
Cc1nnc2c(NCC(C)c3ccccc3)nc3ccccc3n12 (stereo unspecified),5,-28,12,6,-1,1,7,-1,-2
Nc1nonc1-n1nnc(C(=O)N/N=C/c2ccc(OCc3ccc(F)cc3)cc2)c1COc1ccccc1,-2,-134,-1,6,10,-2,-10,-5,-1
O=C1S/C(=C/c2ccc(N3CCOCC3)o2)C(=O)N1Cc1ccc(F)cc1,5,18,44,6,25,4,-1,-1,-32
COc1ccc(-c2csc(Nc3ccc(S(N)(=O)=O)cc3)n2)cc1,4,-266,48,-2,9,-1,0,-42,-32
O=[N+]([O-])c1ccc(N(c2ccccc2)c2ccccc2)cc1,3,5,28,6,-27,-1,4,6,-28
O=C(N/N=C/c1cn(-c2ccccc2)nc1-c1cccnc1)c1ccccc1,6,-8,12,8,14,9,-52,-9,2
O=C(CC(C(=O)O)c1ccc(Cl)cc1)c1ccccc1 (stereo unspecified),-3,20,-17,-5,-3,-7,-9,-10,0
CC(=O)Nc1ccc(NC(=O)COC(=O)CCCc2c[nH]c3ccccc23)cc1,13,8,1,-15,8,-1,1,-4,3
O=C(NCc1cccs1)C1CCN(S(=O)(=O)N2CCCC2)CC1,-3,-6,3,4,-3,-2,-10,-8,3
C=CCNC(=S)NNC(=O)c1cc(-c2cccnc2)nc2ccccc12,2,-45,-4,-7,14,9,-2,-2,2
c1ccc(CN=C2Nc3ccccc3CS2)nc1,48,3,3,52*,17,36,9,-5,2
O=C(CN1CCN(S(=O)(=O)c2ccccc2)CC1)NC(=O)NC1CCCCC1,-1,17,-1,-7,2,-1,13,-2,-3
COc1ccc2c(c1)OC(=O)CC2c1ccccc1OC (stereo unspecified),5,10,7,.,.,.,8,-2,1
CCC1Nc2ncnc(N3CCCCC3)c2N(Cc2ccc(C)cc2)C1=O (stereo unspecified),-7,-31&6,13,-25,20,-9,24,2,-1&3

# SENP6 inh: entries above that show a hit
SMILES	SENP7 block	PfG6PD inh	SENP6 inh	NALP3 yeast inh	HKDC1 inhibitor	SENP1 FRET inh
c1ccc(CN=C2Nc3ccccc3CS2)nc1	48	3	52*	17	-5	2

# The results go on.
SMILES,SENP7 block,SENP8 block-1,PfG6PD inh,SENP6 inh,NALP3 yeast inh,SENP8 block-2,Apaf-1 inh,HKDC1 inhibitor,SENP1 FRET inh
COc1ccc(NC(=O)CSc2nc3ccccc3c(=O)n2CCCO)cn1,-6,-5,4,-11,4,-9,11,-1,-1
O=C(CNC(=O)c1cccc(Cl)c1)N/N=C/C=C/c1ccccc1,3,-1,-4,-7,16,-8,7,-6,1
NC(=O)CSc1cn(Cc2ccccc2)c2ccccc12,10,9,-1,-7,-2,3,-1,-6,1
COC(=O)[C@]1(Cc2ccccc2)N[C@H](CN(C)C(=O)c2ccc(F)cc2)[C@@H]2C(=O)N(Cc3ccccc3)C(=O)[C@@H]21,-1,-1,2,-11,10,7,21,-4,1
OCC1(Cc2ccccc2)CCN(Cc2ccc(-c3ccco3)cc2)CC1,2,-54,2,-44,18,0,-82,-3,-3
O=C(CCNS(=O)(=O)c1cccc2nsnc12)NC1CCCc2ccccc21 (stereo unspecified),-3,5,-17,-18,22,-7,9,0,-1
Cc1occc1C(=O)Nc1ccc2ccccc2c1,-5,-18,18,-8,-11,82*,-351,5,-4
C=CCc1c(C)[nH]c(=S)c(C#N)c1C,9,-2,73*,2,35,-9,10,1,-31
CC1=NN(C2=NS(=O)(=O)c3ccccc32)C(C)(O)C1 (stereo unspecified),3,-35,10,-7,11,-3,1,-18,-115
CC1Cc2ccccc2N1S(=O)(=O)c1ccc2c(c1)n(C)c(=O)c(=O)n2C (stereo unspecified),1,20,6,-6,18,-3,7,9,2
CC(=O)OC1COC(N2CCc3cc([N+](=O)[O-])ccc32)C(OC(C)=O)C1OC(C)=O (stereo unspecified),-4,27,-26,-19,-20,1,-6,-8,-1
O=C(CNC(=O)c1ccccc1F)Nc1ccc2c(c1)CCC2,0,6,-3,0,21,-2,2,-6,2
COc1cccc(Nc2nc(-c3ccccc3O)nc3ccccc23)c1,-7,12,7,-6,12,4,7,10,0
CCn1c(SCc2nc3scc(-c4ccccc4)c3c(=O)[nH]2)nnc1-c1cccs1,-1,-14,47,-12,12,-4,29,9,-14
CN(C)N1C(=O)CC(NNC(=O)c2ccncc2)C1=O (stereo unspecified),-2,17,18,-14,9,-14,0,-9,3
O=C(c1ccc(-n2cncn2)c([N+](=O)[O-])c1)N1CCN(S(=O)(=O)c2ccc(Br)cc2)CC1,-7,20,3,1,23,-1,17,3,3
NC(=S)N1CCCc2ccccc21,2,13,9,-1,19,2,-7,0,0
Cn1c(-c2cnn(-c3ccccc3)c2-n2cccc2)n[nH]c1=S,-4,4,16,-38,11,-6,0,-4,0
Cc1cccc(C)c1NC(=O)C(C)N (stereo unspecified),11,.,.,7,55*,7,-10,.,.
Cc1cc(NS(=O)(=O)c2c(C)c(C)cc(C)c2C)no1,-5,6,-9,3,20,2,-1,-3,0

# Next section; the last 2 above are carried over.
SMILES,SENP7 block,SENP8 block-1,PfG6PD inh,SENP6 inh,NALP3 yeast inh,SENP8 block-2,Apaf-1 inh,HKDC1 inhibitor,SENP1 FRET inh
Cc1cccc(C)c1NC(=O)C(C)N (stereo unspecified),11,.,.,7,55*,7,-10,.,.
Cc1cc(NS(=O)(=O)c2c(C)c(C)cc(C)c2C)no1,-5,6,-9,3,20,2,-1,-3,0
Cc1cc2occ(CC(=O)N(C)CC(=O)Nc3ccccc3Br)c2cc1C,-8,10,1,-20,16,-4,23,1,0
COc1cc(NC(=O)CCC(=O)OCCCC(F)(F)C(F)(F)F)nc(OC)n1,-2,6,-3,-8,-3,-4,7,-4,-1
Cc1cccc(CCN(C(=O)c2csnn2)C(C(=O)NC2CCCC2)c2ccco2)c1 (stereo unspecified),-2,4,-21,13,23,-11,8,4,3
Cc1ccc(S(=O)(=O)NCC(=O)OCc2cc(=O)oc3c(C)c(C)ccc23)cc1C,4,-6,5,8,16,-2,11,0,0
Cc1ccccc1NCCC(=O)Nc1ccc(Cl)cc1,-1,3,17,-8,23,0,8,-5,0
CCOC(=O)c1c(C)oc2c1c1c(c3ccccc32)OCN(Cc2cccnc2)C1,.,-33,41,.,.,.,.,17,-21
Oc1ccc(-c2n[nH]c(=S)n2Cc2ccco2)cc1,1,18,24,-14,6,4,-2,4,1
CCOC(=O)Nc1nnc(/C=C/c2ccc(OC)cc2)s1,-4,-407,-3,-22,23,-23,5,-5,-30
O=C(CN1C(=O)CCC1=O)NC(=O)NC1CCCC1,0,18,-9,-18,-9,-8,-1,-8,1
C=CCNC(=S)N/N=C(\C)c1cccnc1,13,8,15,-3,-9,3,-7,-6,1
CC(OC(=O)c1cccc(S(=O)(=O)N2CCCC2)c1)C(=O)NC1CCCCC1C (stereo unspecified),-6,2,8,-10,9,-3,-4,3,1
CC(=O)Nc1ccc(S(=O)(=O)N(CC(=O)Nc2cc(C)on2)Cc2ccc(F)cc2)cc1,3,22,4,-13,-2,2,-25,-1,-1
O=C(Nc1cccc(F)c1)/C(=C\c1cccnc1)NC(=O)c1ccco1,-7,4,8,-2,-19,-10,-15,-10,0
Cc1ccc(NC(=O)CN2C(=O)NC3(CCCC3)C2=O)cc1S(=O)(=O)N1CCCCC1,-1,5,-9,10,19,-6,26,-1,2
O=[N+]([O-])c1ccc(N=Cc2ccc(Br)c([N+](=O)[O-])c2)cc1,-3,10,22,-13,-6,-4,8,-4,1
COC(=O)c1ccccc1C(=O)N1CCCC(CCC(=O)NCc2ccc(F)c(F)c2)C1 (stereo unspecified),3,11,4,-5,20,-8,-8,-12,-1
CCCCNCCOc1ccccc1-c1ccccc1,9,15,7,-19,22,-2,17,-5,3
O=C(/C=N/O)Nc1ccccc1,-17,27,-18,-9,-12,-10,6,-6,0

# Shown with two lines to a compound: part of the list above.
# Second line of a record: SENP7 block	SENP8 block-1	PfG6PD inh	SENP6 inh	NALP3 yeast inh	SENP8 block-2	Apaf-1 inh	HKDC1 inhibitor	SENP1 FRET inh
> O=C(Nc1cccc(F)c1)/C(=C\c1cccnc1)NC(=O)c1ccco1
  -7	4	8	-2	-19	-10	-15	-10	0
> Cc1ccc(NC(=O)CN2C(=O)NC3(CCCC3)C2=O)cc1S(=O)(=O)N1CCCCC1
  -1	5	-9	10	19	-6	26	-1	2
> O=[N+]([O-])c1ccc(N=Cc2ccc(Br)c([N+](=O)[O-])c2)cc1
  -3	10	22	-13	-6	-4	8	-4	1
> COC(=O)c1ccccc1C(=O)N1CCCC(CCC(=O)NCc2ccc(F)c(F)c2)C1 (stereo unspecified)
  3	11	4	-5	20	-8	-8	-12	-1
> CCCCNCCOc1ccccc1-c1ccccc1
  9	15	7	-19	22	-2	17	-5	3
